Screening results (PubChem BioAssay)
Peg3 prom inh: inhibitors of Peg3 promoter | HeLa PEG-Prom luciferase reporter, luminescence, overnight | inhibition, % at 20 µM | 1.7% of 360,000 active;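 active = inhibition of at least 50% at 20 µM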
NR2E3 ag-1: agonists of human NR2E3 nuclear receptor; CHO-S Gal4-NCOR/VP16-NR2E3 two-hybrid, luciferase; inhibition of corepressor binding, % at 3.98 µM; 0.35% of 360,000 active; AID 602229;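 active = inhibition above the mean of all tested compounds plus 3 SD, cut at about 70% in these data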;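 also: 0% = DMSO with NR2E3 transfected cells and 100% = cells lacking NR2E3 construct; higher means lower luciferase signal from less NR2E3 corepressor binding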
Target sequence (Q9Y5X4 whole entry, looked up, the tested form may be a part): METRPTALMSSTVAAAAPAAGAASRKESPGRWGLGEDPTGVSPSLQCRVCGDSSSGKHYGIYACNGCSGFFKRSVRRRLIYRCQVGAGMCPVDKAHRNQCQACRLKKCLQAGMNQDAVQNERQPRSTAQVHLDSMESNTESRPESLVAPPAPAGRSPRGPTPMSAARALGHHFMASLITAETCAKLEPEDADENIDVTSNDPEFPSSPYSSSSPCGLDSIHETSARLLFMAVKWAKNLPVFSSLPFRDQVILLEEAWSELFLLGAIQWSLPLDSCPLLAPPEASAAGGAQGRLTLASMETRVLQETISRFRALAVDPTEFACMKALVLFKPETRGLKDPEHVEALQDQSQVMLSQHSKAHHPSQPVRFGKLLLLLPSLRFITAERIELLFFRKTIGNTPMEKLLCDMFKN
C8 TRAIL sens: sensitizes caspase-8 expressing cells to TRAIL | NB7+C8 cells + TRAIL, ATPlite viability luminescence | inhibition (viability loss, TRAIL sensitization), % at 10 µM | 1% of 360,000 active | AID 624354;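 active = compounds causing at least 50% loss of cell viability in the single-dose screen, relative to plate controls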
CF NFkB block: inhibitors of cystic fibrosis induced NF-kB. inhibition, % at 5 µM. 0.86% of 360,000 active. KKLEB NF-kB-GFP reporter, PAF-induced, GFP fluorescence overnight;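 active = at least 50% inhibition at 5 µM, scaled per plate between neutral and stimulator controls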;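 also: PAF is a Pseudomonas aeruginosa culture filtrate used as stimulus; plate controls were PAF-stimulated DMSO wells for no effect and unstimulated DMSO wells for full effect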
KKLEB cytotox: counter-screen for CF NF-kB inhibitors: cytotoxicity. KKLEB CF airway cells viability, ATPlite luminescence, overnight; active compounds read low; cells stimulated with P. aeruginosa culture filtrate. activity change (cytotoxicity), % at 5 µM. 0.36% of 360,000 active;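 active = corrected activity change at or below -50% at 5 µM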
EBV LMP1 NFkB: Epstein-Barr LMP1 NF-kappaB reporter inhibition. 0.69% of 350,000 active. inhibition, % at 12.5 µM. LMP1-induced NF-kappaB luciferase reporter cells, luminescence; in the data active = inhibition above about 41%;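 also: 0% = neutral control wells and 100% = reference inhibitor control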
Shn3 3UTR inh: reduces Shn3 3'UTR luciferase signal in osteoblasts | inhibition, % at 12.5 µM | Clone20 osteoblast Shn3 3'UTR firefly luciferase, 24 h | 0.52% of 360,000 active;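 active = mean inhibition of at least 75% with every replicate also reaching 75%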;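 also: 0% = median of neutral control wells and 100% = pilot-screen positive control compound; some compounds past the cut are filed as inactive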
NR2E3 ag-2: NR2E3 (human) agonism | 0.12% of 320,000 active | GST-NR2E3/biotin-RetCOR TR-FRET, 1536-well | inhibition of corepressor binding, % at 4.78 µM | AID 2300;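 active = percent inhibition above the cutoff of mean plus 3 SD of all tested compounds, set per screening campaign, cut at about 20% in these data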;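 also: 0% = DMSO wells and 100% = biotin wells as full block of FRET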
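Material: NR2E3–RetCOR corepressor complex / Amount: 1.35 nM GST-NR2E3 / Medium: Tris pH 7.5 / Compound: single nominal compound dose of 4.8 µM / Incubation: 5 h at 4 °C / Technique: TR-FRET, Eu(K)-anti-GST donor, streptavidin-D2 acceptor, ex 340, em 617/671 nm / Read-out basis: percent loss of FRET ratio relative to control wells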
TRPM1 prom inh: inhibitors of MITF-driven TRPM1 promoter in melanoma cells; SK-MEL-5 TRPM1 promoter luciferase, 24 h; inhibition, % at 12.5 µM; 0.83% of 330,000 active;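 active = mean inhibition across replicates of 60% or more, whatever share of single replicates reaches that level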; also: values of inactives mirror those of a sister screen read the other way
iPSC survival up: hiPSC single-cell survival enhancement; survival enhancement, % at 20 µM; 0.044% of 360,000 active; ATPlite luminescence; 100% = ROCK inhibitor wells, 0% = DMSO; in the data active = survival enhancement above about 18%;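 also: cells exposed to compounds for 16 hours before the ATP read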
HIF-2a block: blocks HIF-2a reporter activity. 786-0 RCC cells HIF-2a reporter, luciferase luminescence, overnight. inhibition, % at 18.8 µM. 0.72% of 360,000 active. AID 624352;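 active = inhibition of the luminescence signal of 40% or more relative to plate controls, in a single-dose primary screen at 18.75 µM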
* marks the source's active call; other numbers are inactive results; / = not tested or not shown.

SMILES | Peg3 prom inh | NR2E3 ag-1 | C8 TRAIL sens | CF NFkB block | KKLEB cytotox | EBV LMP1 NFkB | Shn3 3UTR inh | NR2E3 ag-2 | TRPM1 prom inh | iPSC survival up | HIF-2a block
O=C(c1ccccc1)c1ccc(OCC(=O)N2CCOCC2)cc1 | -13 | -10 | -1 | -10 | 2 | -5 | 3 | 3 | -10 | -2.1 | -21
Cc1ccc(S(=O)(=O)Oc2ccc(/C=C3/C(=N)N4C(=NC3=O)SN=C4S(C)(=O)=O)cc2)cc1 | -59 | -16 | 3 | 7 | 10 | 7 | 5 | 7 | 8 | -0.4 | -4
C/C(=N/Nc1ccc(C)cc1)C1(C)N(O)C(C)(C)C(c2ccco2)=[N+]1[O-] (configuration not stated) | 13 | 20 | 0 | 0 | 5 | -65 | 7 | 0 | 7 | -0.6 | 22
CCC/C=N/Nc1nnc(Cc2ccc(OC)c(OC)c2)c(=O)[nH]1 | -6 | -33 | -2 | 1 | 6 | -6 | -13 | 0 | 1 | 0.9 | 14
C[C@H]1CN([C@@H](C)CO)C(=O)CCCn2cc(nn2)CO[C@@H]1CN(C)S(=O)(=O)c1ccc(Oc2ccccc2)cc1 | 17 | 4 | -3 | 8 | 24 | -2 | 11 | / | / | 1.1 | -21
c1ccc(CSc2ccc(-c3cccs3)nn2)nc1 | -168 | -104 | 13 | -9 | -8 | -28 | -96 | -6 | -50 | -0.8 | -299
C/C(=N\N1CCCCC1)c1ccccc1O | 3 | 11 | -9 | -9 | 12 | -8 | -5 | 0 | 1 | 0.9 | 6
COc1ccc(C2CC(C(F)(F)F)n3nc(C(=O)NCCCn4ccnc4)cc3N2)cc1OC (configuration not stated) | 16 | -6 | -6 | 3 | -9 | 6 | -2 | 1 | 2 | 1.1 | 10
COc1cccc(CNC(=O)Cn2ccc3cc(S(=O)(=O)N4CCCC4)ccc32)c1OC | -3 | 6 | -4 | 0 | -7 | / | 18 | -2 | -1 | -0.6 | -3
Cc1ccc(S(=O)(=O)N2CCC(C(=O)N[C@@H](C)C(=O)NCc3ccco3)CC2)cc1 | -3 | 4 | 0 | 4 | 10 | 0 | -28 | 0 | -2 | 0.2 | 3
Cc1ccc(S(=O)(=O)Nc2ccccc2C(N)=O)cc1 | 6 | 5 | -7 | 4 | -5 | -5 | -30 | 1 | 6 | -0.6 | 3
O=C(c1ccc(N2C(=O)C3CC=C(Cl)CC3C2=O)cc1)N1CCOCC1 (configuration not stated) | 0 | -1 | -7 | 16 | -16 | 0 | -7 | -1 | 6 | -0.7 | 9
COc1ccc(NS(=O)(=O)c2ccc(Br)s2)cc1OC | 10 | 43 | -18 | 11 | 10 | 9 | 42 | 1 | 3 | 0.9 | 11
Cc1cc(C)c(S(=O)(=O)N2CCN(c3ccc([N+](=O)[O-])c(NCC4CCCO4)c3)CC2)c(C)c1 (configuration not stated) | 3 | 6 | -15 | 12 | -4 | 7 | -43 | 1 | 11 | -1.3 | 14
Cc1cccc(N2CCN(c3nc4ccc(Cl)cc4n4cnnc34)CC2)c1C | -1 | -11 | 4 | -4 | 1 | 17 | 26 | 0 | / | 2.0 | 1
COc1ccc(/C=N/n2cnnc2)cc1Oc1nc(Cl)ncc1F | 12 | 0 | -2 | 12 | -2 | -5 | -12 | -2 | 0 | -0.1 | 7
Cc1cc(OCC(=O)NCC(C)C)cc(C)c1Br | -7 | 7 | -12 | -12 | 3 | -2 | -12 | -1 | -19 | 4.7 | -32
CN1CCN(C(=O)C2=C[C@@H](c3csc4ccccc34)C[C@@H](OCc3ccc(CO)cc3)O2)CC1 | -13 | 1 | 7 | 2 | 8 | 2 | -27 | 2 | -5 | -1.9 | 5
O=C1CC(=O)N(c2cccc(F)c2)N1 | 1 | -22 | -2 | 13 | 1 | 3 | -21 | 4 | 8 | 0.3 | 8
COc1cc(C(CCN2CCCC2)c2c(OC)cc(OC)c3ccc(=O)oc23)cc(OC)c1OC (configuration not stated) | -2 | -7 | -16 | -7 | -2 | 4 | 6 | 1 | -5 | 0.3 | 6
CC1(C(=O)NS(=O)(=O)c2cccc(F)c2)CCN1C(=O)Cc1ccc(Cl)cc1Cl (configuration not stated) | -5 | 8 | -23 | -12 | 7 | / | -16 | / | / | 3.3 | 10
Nc1cc(=O)nc(SCC(=O)NC2CCCCC2)n1-c1ccccc1 | 10 | 9 | -5 | -2 | 2 | -4 | -7 | 3 | -5 | 1.4 | 1
O=C1C=C(c2ccc(F)cc2OCc2ccccc2)C[C@@H](c2ccc(F)cc2)C1 | 23 | 15 | 14 | 18 | -6 | 4 | 41 | 9 | 6 | 1.4 | 21
CC(=O)OCCN(CCCn1c(-c2ccncc2)nc2ccccc21)c1nc(CN2CCCCC2)cs1 | -10 | -11 | 0 | 2 | -8 | -3 | -22 | -1 | -1 | -3.9 | 15
O=C(Cn1c(=O)c2cccn2c2ccccc21)NCCc1ccc(Cl)cc1 | 14 | -25 | -5 | -11 | -18 | -6 | 9 | 10 | 6 | -0.5 | 4
COC(=O)/C=C/C1=CN(Cc2ccccc2)CCC1=O | -3 | 6 | 9 | -10 | -7 | -4 | -11 | / | 4 | 4.7 | 1
CN(C)S(=O)(=O)c1cccc(NC(=O)c2ccc(N3CCOCC3)c([N+](=O)[O-])c2)c1 | 37 | 4 | 11 | -1 | 0 | -9 | 17 | -4 | -7 | -1.6 | 19
COCCN(Cc1cc2cc3c(cc2nc1Cl)OCO3)C(=O)Nc1ccc(OC)cc1 | 14 | -7 | 22 | 4 | 0 | 2 | 75 | 3 | 13 | 4.0 | 17
CC(OC(=O)c1cccc(S(=O)(=O)N2CCCCCC2)c1)C(=O)Nc1ccc(S(N)(=O)=O)cc1 (configuration not stated) | -1 | -19 | 7 | 15 | -1 | 1 | -2 | -1 | 3 | 0.2 | 11
O=C(c1cccs1)N1C[C@H](n2cc(C3CC3)nn2)[C@@H](O)C[C@@H]1c1ccc(Cl)cc1 | 16 | -7 | -4 | 9 | 5 | 0 | -4 | / | / | -2.2 | 3
O=C1CCCN1CN1CCCCC1 | -2 | 4 | -1 | -15 | 10 | 2 | -6 | -2 | 4 | 3.9 | 9
COc1ccc(C(=O)Sc2nncc3ccccc23)cc1 | -5 | -41 | 1 | 1 | -6 | 4 | -3 | 7 | 5 | -0.5 | 2
O=C(Oc1cccnc1)c1cc(S(=O)(=O)N2CCOCC2)ccc1Cl | 4 | 2 | -13 | 6 | 5 | -1 | -30 | 0 | 2 | 2.3 | 8
O=C(OCC(=O)N1CCN(S(=O)(=O)c2ccc(Cl)cc2)CC1)C1CCC1 | -10 | -35 | -4 | -22 | -2 | 0 | -12 | -2 | -1 | 0.0 | 8
CCOC(=O)Cc1csc(SCc2cc(=O)oc3cc(O)ccc23)n1 | 30 | -14 | 5 | 10 | 22 | 0 | 25 | -2 | 8 | 4.3 | 11
CN1CCn2c1nc(N1CCCCC1)nc2=O | 15 | 1 | -10 | 16 | 3 | 4 | 13 | 3 | 11 | 1.1 | 16
Cc1nn(C)c2nc(-c3cccs3)cc(C(F)(F)F)c12 | -2 | -10 | 8 | -3 | -1 | 0 | -9 | 4 | -2 | -2.4 | 4
CCOC(=O)c1cnc(SCc2ccc(C)cc2)nc1N | -238 | -88 | 10 | 4 | 4 | -32 | -53 | 3 | -73 | -2.5 | -262
COCCN1Cc2cccc(C(=O)Nc3ccc(-c4nc5ccccc5[nH]4)cc3)c2C1=O | 31 | -6 | 5 | 16 | -37 | -4 | 20 | 0 | 1 | 1.6 | -39
COc1ccc(Br)cc1C(=O)N/N=C/c1ccc2c(c1)n(C)c(=O)n2C | 0 | -18 | -5 | -11 | -3 | 3 | -2 | 0 | 2 | 1.4 | 2
CN(C)C(CNC(=O)C1CCN(S(=O)(=O)c2cc(Cl)ccc2Cl)CC1)Cc1ccccc1 (configuration not stated) | 27 | -14 | 15 | 21 | -12 | -12 | -17 | / | -8 | -0.5 | 2
Cc1ccc(OCC(=O)N/N=C\c2ccc(C)o2)c(C)c1 | 20 | 1 | 3 | 4 | -4 | -2 | -28 | 4 | -4 | 1.1 | 2
C=CCOc1ccc(C2/C(=C(\O)c3ccc4c(c3)OCCO4)C(=O)C(=O)N2CCCN2CCOCC2)cc1 (configuration not stated) | 0 | -21 | -2 | 29 | -9 | -4 | -7 | 3 | 3 | 1.2 | -17
O=C(c1ccc(F)cc1)N1CCN(c2ncccn2)CC1 | 5 | 3 | 8 | -4 | 5 | 1 | 8 | 0 | 0 | 1.3 | 12
COc1ccc(S(=O)(=O)N2CC(C)N(C(=O)N(C)C)C2C)cc1 (configuration not stated) | -6 | 0 | -30 | 6 | 10 | -1 | 4 | 4 | 6 | 0.1 | 3

Single values from the results shown:
O=C(c1ccc(F)cc1)N1CCN(c2ncccn2)CC1 – TRPM1 prom inh = 0
Cc1ccc(OCC(=O)N/N=C\c2ccc(C)o2)c(C)c1 – Shn3 3UTR inh = -28

Among those listed so far, these contain two or more sulfur atoms:
SMILES | Peg3 prom inh | NR2E3 ag-1 | C8 TRAIL sens | CF NFkB block | KKLEB cytotox | EBV LMP1 NFkB | Shn3 3UTR inh | NR2E3 ag-2 | TRPM1 prom inh | iPSC survival up | HIF-2a block
Cc1ccc(S(=O)(=O)Oc2ccc(/C=C3/C(=N)N4C(=NC3=O)SN=C4S(C)(=O)=O)cc2)cc1 | -59 | -16 | 3 | 7 | 10 | 7 | 5 | 7 | 8 | -0.4 | -4
c1ccc(CSc2ccc(-c3cccs3)nn2)nc1 | -168 | -104 | 13 | -9 | -8 | -28 | -96 | -6 | -50 | -0.8 | -299
COc1ccc(NS(=O)(=O)c2ccc(Br)s2)cc1OC | 10 | 43 | -18 | 11 | 10 | 9 | 42 | 1 | 3 | 0.9 | 11
CC(OC(=O)c1cccc(S(=O)(=O)N2CCCCCC2)c1)C(=O)Nc1ccc(S(N)(=O)=O)cc1 (configuration not stated) | -1 | -19 | 7 | 15 | -1 | 1 | -2 | -1 | 3 | 0.2 | 11
CCOC(=O)Cc1csc(SCc2cc(=O)oc3cc(O)ccc23)n1 | 30 | -14 | 5 | 10 | 22 | 0 | 25 | -2 | 8 | 4.3 | 11

This is a subset; count on the stated rates, not on these rows.
